# Rpn11 block = inhibitors of human proteasome Rpn11. calls only at 20 µM. actives 0.59% (n = 360,000). human 26S proteasome, Ub4-pepOG fluorescence polarization; 20S core pre-blocked with epoxomicin. O00487;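 active = inhibition at 20 µM, scaled to each plate's controls, above about 33%, limit read from the data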
# DNMT1 inh = inhibitors of human DNMT1 | P26358 | DNMT1 molecular beacon, Hinp1I cleavage, fluorescence | inhibition (reported as % activation of signal), % at 10 µM | actives 0.83% (n = 360,000) | AID 588458; in the data active = inhibition above about 50%
# SUMO1 PPI mod = modulators of human SUMO1-mediated protein-protein interactions. P63165. SUMO1 binding to a labelled peptide, TR-FRET, 1 h. inhibition, % at 20 µM. actives 0.33% (n = 360,000); in the data active = inhibition above about 37%
# Target sequence (P63165 whole entry, looked up): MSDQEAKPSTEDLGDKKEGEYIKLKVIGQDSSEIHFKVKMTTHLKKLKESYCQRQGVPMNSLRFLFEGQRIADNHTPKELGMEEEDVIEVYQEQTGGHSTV
# LMPTP inh = LMPTP (human) inhibition; AID 651560; actives 0.22% (n = 360,000); inhibition, % at 20 µM; recombinant LMPTP-A, OMFP fluorogenic substrate, fluorescence intensity;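 active = compounds that cut the enzyme signal by at least half of the control window in the single-dose screen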;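 note: plate controls were DMSO wells with enzyme plus substrate for no effect and substrate without enzyme for full effect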
# Target sequence (P24666 whole entry, looked up): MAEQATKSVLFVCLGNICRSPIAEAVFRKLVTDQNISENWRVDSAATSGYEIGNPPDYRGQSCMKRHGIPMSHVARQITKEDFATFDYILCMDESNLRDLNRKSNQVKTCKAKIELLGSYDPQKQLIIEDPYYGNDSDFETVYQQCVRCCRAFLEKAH
#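 Assay system: LMPTP-A phosphatase enzyme | Input: 0.625 nM enzyme | Also added: Fluorogenic phosphatase substrate OMFP at 400 µM final | Compound dosing: One test concentration per compound, 20 µM, with 3% DMSO overall | Schedule: 50 min enzyme reaction at room temperature, protected from light | Signal: Fluorescence intensity | Benchmarks: no-enzyme and uninhibited controls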
# Tb MetRS inh = blocks T. brucei methionyl-tRNA synthetase activity | inhibition, % at 11.9 µM | purified T. brucei MetRS, ATP depletion, Kinase-Glo luminescence | actives 0.4% (n = 360,000);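 active = inhibition above a per-plate cutoff of the control wells' mean inhibition plus 3 SD, cut at about 5.5% in these data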;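 note: 0% = DMSO wells median and 100% = median of wells with control inhibitor compound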
#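 Dosing: 11.9 µM single point; system: parasite MetRS enzyme; technique: luminescence of leftover ATP; times: 15 min enzyme-compound preincubation, 2 h reaction, 10 min detection, 25 °C; replicates: each compound tested once; read-out basis: percent inhibition relative to median high and low control wells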
# CSN deneddyl inh = CSN deneddylation inhibition | actives 0.38% (n = 360,000) | AID 651999 | inhibition, % at 12.5 µM | Purified CSN, SCF-Nedd8-OG deneddylation, fluorescence polarization;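 active = pattern-corrected inhibition above about 35%, with an unprinted fluorescence ratio check between 0.5 and 1.5, limit read from the data, passing the limit was not always enough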;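 note: 0% = enzyme with substrate and 100% = substrate without enzyme; some results filed as inactive read as strong as hits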
# Target sequence (Q92905 whole entry, looked up, one chain of several): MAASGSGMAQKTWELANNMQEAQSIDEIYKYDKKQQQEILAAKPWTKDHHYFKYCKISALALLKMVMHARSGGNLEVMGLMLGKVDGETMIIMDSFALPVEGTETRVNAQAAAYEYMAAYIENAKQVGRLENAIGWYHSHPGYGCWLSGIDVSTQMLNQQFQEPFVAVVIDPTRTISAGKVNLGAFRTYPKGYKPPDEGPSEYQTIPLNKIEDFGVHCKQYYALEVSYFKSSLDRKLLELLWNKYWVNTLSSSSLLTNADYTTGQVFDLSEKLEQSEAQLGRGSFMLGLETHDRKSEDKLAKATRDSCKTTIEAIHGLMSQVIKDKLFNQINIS
#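 Assay system: HEK293T-derived human Csn5 enzyme; quantity: 0.24 nM enzyme; medium: Tris/NaCl/DTT buffer, pH 7.5; also added: substrate SCFSkp2-Nedd8OG, 10 nM; doses: 12.5 µM compound; schedule: 90 min reaction at room temperature; signal: FP; read-out: % inhibition of substrate cleavage by Csn5; benchmarks: substrate-only high control, full reaction low control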
# NadD inh = inhibitors of Staphylococcus aureus NadD | purified NadD enzyme, colorimetric absorbance read-out | inhibition, % at 20 µM | actives 0.78% (n = 360,000); in the data active = inhibition above about 26%; note: some compounds past the cut are filed as inactive
# STEP block = inhibitors of human striatal-enriched phosphatase STEP. P54829. recombinant STEP, OMFP fluorogenic substrate, fluorescence. inhibition, % at 20 µM. actives 0.25% (n = 360,000);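 active = inhibition at 20 µM, scaled per plate between control wells, above about 37%, limit read from the data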;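 note: 0% = DMSO with enzyme and substrate and 100% = substrate only without enzyme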
#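 System: STEP (striatal-enriched tyrosine phosphatase) enzyme, cell-free; medium: Bis-Tris pH 6.0 buffer with DTT, detergent; dosing: 20 µM, 1% DMSO; times: reaction 20 min, ambient temperature; detection: fluorescence, 480/540 nm; read-out basis: normalized % inhibition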
# MsrA inh = inhibits bovine methionine sulfoxide reductase A; inhibition, % at 15.5 µM; actives 0.75% (n = 360,000); purified bovine MsrA, absorbance read-out; in the data active = inhibition above about 4.5%;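 note: 0% = vehicle wells with enzyme and 100% = reference inhibitor wells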
# Scp1 inh = inhibitors of human Scp-1 phosphatase | Q9GZU7 | Recombinant Scp1, phosphopeptide, malachite green phosphate absorbance | inhibition, % at 20 µM | actives 0.88% (n = 340,000) | AID 493091;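 active = inhibition above about 50% at 20 µM, limit read from the data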;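 note: plate controls were DMSO wells with enzyme for no effect and wells lacking enzyme for full effect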
# Target sequence (Q9GZU7 76-261 limits assumed): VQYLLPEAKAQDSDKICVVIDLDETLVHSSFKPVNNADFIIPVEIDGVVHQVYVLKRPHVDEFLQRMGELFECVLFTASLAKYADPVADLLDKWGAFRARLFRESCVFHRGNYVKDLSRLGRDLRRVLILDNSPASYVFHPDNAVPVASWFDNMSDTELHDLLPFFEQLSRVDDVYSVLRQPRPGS
#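 Incubation: 45 min enzyme reaction at room temperature / System: truncated SCP-1 phosphatase (76-261aa) / Reagent: Phospho 17-mer peptide substrate / Buffer or medium: Acidic Tris acetate buffer with magnesium and detergent / Signal: absorbance at 630 nm / Doses: one concentration, 20 µM, with 1.0% DMSO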
# Active calls of the source: *; i = inactive; · = not tested or not shown.
1) N#Cc1nc(-c2ccco2)oc1N1CCN(c2cccc(Cl)c2)CC1
2) CCCc1cc(C(=O)NCc2cccs2)no1
3) CC(=O)NS(=O)(=O)c1ccc(NC(=S)NC(=O)c2ccco2)cc1
4) CCC(C(=O)NC1CCCC1)n1c(C2CC2)nc2ccccc21 (centres undefined)
5) Cn1c(SCC(=O)N2CCOCC2)nnc1-c1cccc(NC(=O)c2ccccc2F)c1
6) C#CCOCCOCCOCCNc1nc(N2CCN(C(=O)[C@H]([C@@H](C)O)n3cc(CCCCN)nn3)CC2)nc(N2CCN(C(=O)[C@H](CCCCN)n3cc(CC(C)O)nn3)CC2)n1 (some centres undefined)
7) Cc1ccccc1C(c1ccccc1Cl)N(C)C (centres undefined)
8) COc1cccc(-c2cccc(NC(=O)C3CCN(Cc4ccon4)CC3)c2)c1

Compound,1,2,3,4,5,6,7,8
Rpn11 block,i,i,i,·,i,i,i,i
DNMT1 inh,0,-4,-65,·,0,-1,9,1
SUMO1 PPI mod,-2,1,23,-4,1,-11,-5,-1
LMPTP inh,2.7,0.2,2.0,0.1,-1.4,-10,-0.4,-1.1
Tb MetRS inh,0.1,0.3,-0.2,-0.5,0.1,-0.3,-0.2,0.1
CSN deneddyl inh,-3,-5,93*,-2,0,0,-2,-1
NadD inh,-3,4,2,·,5,-8,0,-3
STEP block,3,-3,0,·,3,3,-2,-1
MsrA inh,3.4,-0.1,0.1,2.1,-0.7,0.0,-0.6,0.2
Scp1 inh,19,-8,-6,·,0,1,-8,0

9) CCOc1ccc(NS(=O)(=O)c2cc(C(=O)N(CC)CC(=O)NCc3cccs3)ccc2C)cc1
10) Cc1ccc(/C=N/n2c(COc3ccccc3)n[nH]c2=S)cc1
11) CC(=O)Oc1ccc(C(=O)Nc2ccc(S(=O)(=O)N3CCOCC3)cc2)cc1
12) Cc1cnc(C(=O)Nc2ccccc2-c2ccc(C)o2)cn1
13) CCCCn1c(N)c(N(CC(C)C)C(=O)c2cccc(S(=O)(=O)N3CCN(C(C)=O)CC3)c2)c(=O)[nH]c1=O
14) CC(C)[C@H](NC(N)=O)C(=O)NCCc1ccc(Cl)cc1
15) CCCCN1C(=O)C2NN=C(C(=O)OCC)C2C1=O (centres undefined)
16) CSc1ccccc1NC(=O)c1cnc2n(c1=O)CCS2

Compound,9,10,11,12,13,14,15,16
Rpn11 block,i,i,i,i,i,i,i,i
DNMT1 inh,3,0,-1,-1,1,5,-2,0
SUMO1 PPI mod,7,2,-2,-14,2,-3,0,0
LMPTP inh,-1.1,2.0,0.6,0.3,-0.5,0.1,-1.1,0.3
Tb MetRS inh,-0.3,-0.1,-0.2,0.5,-0.1,-0.3,-0.3,-0.7
CSN deneddyl inh,-2,-1,-1,1,4,5,3,-5
NadD inh,0,9,-7,-1,-6,-7,-3,3
STEP block,2,17,1,2,-2,3,-6,0
MsrA inh,-0.7,-0.3,-0.2,0.3,0.3,-0.8,-0.1,2.1
Scp1 inh,-6,-7,-5,-10,2,11,-3,-7

# Filtered by structure: the compounds so far with a Cl atom (3)
1) N#Cc1nc(-c2ccco2)oc1N1CCN(c2cccc(Cl)c2)CC1
7) Cc1ccccc1C(c1ccccc1Cl)N(C)C (centres undefined)
14) CC(C)[C@H](NC(N)=O)C(=O)NCCc1ccc(Cl)cc1

Compound,1,7,14
Rpn11 block,i,i,i
DNMT1 inh,0,9,5
SUMO1 PPI mod,-2,-5,-3
LMPTP inh,2.7,-0.4,0.1
Tb MetRS inh,0.1,-0.2,-0.3
CSN deneddyl inh,-3,-2,5
NadD inh,-3,0,-7
STEP block,3,-2,3
MsrA inh,3.4,-0.6,-0.8
Scp1 inh,19,-8,11

# Following part:
17) COc1ccc(-c2cnc(SCC(=O)Nc3nc(C(C)(C)C)cs3)n2Cc2ccco2)cc1
18) Cc1csc(NC(=O)c2cc(-c3ccccc3)nc3ccccc23)n1
19) O=C(NNC(=S)Nc1ccccc1)c1ccco1
20) O=C(CSc1nnc(-c2ccco2)o1)NC1CC2CCC1C2 (centres undefined)
21) O=C(COC(=O)c1c(Cl)ccc(Cl)c1Cl)NCC1CCCO1 (centres undefined)
22) COc1ccc(OC)c2[nH]c(=O)c(CCNC(=O)C(=O)c3c(C)[nH]c4ccccc34)cc12
23) CCc1ccccc1OCC(=O)Nc1cc(S(=O)(=O)N2CCOCC2)ccc1N1CCCCC1
24) C#CCOCCOCCOCCNc1nc(N2CCN(C(=O)[C@H](CCC(=O)O)n3cc(C(N)CC(C)C)nn3)CC2)nc(N2CCN(C(=O)[C@H](CCC(=O)O)n3cc(C(N)[C@H](C)CC)nn3)CC2)n1 (some centres undefined)

Compound,17,18,19,20,21,22,23,24
Rpn11 block,i,i,i,i,i,i,i,i
DNMT1 inh,-5,-7,-2,0,4,-2,-4,11
SUMO1 PPI mod,0,-7,-4,2,4,-1,-1,3
LMPTP inh,4.7,0.3,-0.6,-1.3,-0.6,0.0,6.0,-3.4
Tb MetRS inh,-0.1,-0.9,-0.1,-1.8,-0.4,1.0,-0.2,-0.4
CSN deneddyl inh,8,0,2,-3,3,-2,1,0
NadD inh,26,6,4,-6,4,14,11,-14
STEP block,2,-2,1,-3,0,0,0,0
MsrA inh,-0.9,1.7,0.6,0.1,0.5,2.3,1.1,·
Scp1 inh,3,4,22,2,-3,-4,-9,1

25) Cc1cn([C@H]2C[C@H](O)[C@@H](CNS(=O)(=O)c3ccc(NS(=O)(=O)N(C)C)cc3)O2)c(=O)[nH]c1=O
26) COc1ccccc1CNC(=O)C(=O)Nc1nccs1
27) O=C(Nc1ccc2c(c1)OCCO2)C1CCC1
28) Cc1ccccc1OCC(=O)N/N=C1\SCC(=O)N1Cc1ccccc1
29) COc1ccc(CCN(C)C(=O)c2cc(-c3ccccc3)nc3ccc(C)cc23)cc1OC
30) CC(C)COC(=O)OCN1C(=O)CN(CCN2CC(=O)N(COC(=O)OCC(C)C)C(=O)C2)CC1=O
31) CCc1cccc2c(C#N)cn(CCOc3ccccc3OC)c12
32) CCN1CCN(c2cc(-c3ccccc3)nc3cc(-c4cccc(F)c4)nn23)CC1

Compound,25,26,27,28,29,30,31,32
Rpn11 block,i,i,i,i,i,i,i,i
DNMT1 inh,7,1,-5,-1,0,-3,-8,-9
SUMO1 PPI mod,1,16,1,0,-7,1,0,3
LMPTP inh,-3.4,1.0,-1.6,0.0,-7.6,-1.5,4.3,2.4
Tb MetRS inh,-0.4,-0.7,-0.2,0.3,-0.8,-1.6,-0.3,-1.3
CSN deneddyl inh,-3,-8,-8,1,-4,-4,3,3
NadD inh,-6,-4,-13,3,12,1,-4,-2
STEP block,-2,-1,-3,-3,-1,0,2,2
MsrA inh,0.9,1.1,-0.5,1.1,-0.2,-1.0,-0.5,1.0
Scp1 inh,·,4,3,-5,-4,-4,-14,-2

33) COc1ccc(-c2nc3c(c(=O)[nH]c(=O)n3Cc3ccccc3)n2Cc2ccccc2)cc1
34) CCC(C)NC(=S)N1CCN(Cc2ccc3c(c2)OCO3)CC1 (centres undefined)
35) CCN(CC)CC(=O)Nc1nc(-c2ccc(Cl)cc2)cs1
36) CN1CCOCCOCCN(C)C1=O
37) O=C(Cc1cccc(C(F)(F)F)c1)Nc1cccc(S(=O)(=O)N2CCCC2)c1
38) Cc1ccc(C)c(-c2csc(-c3cccnc3)n2)c1
39) CCOc1cc(C(N)=O)cc(Br)c1OCC
40) CCCOc1ccc2ccccc2c1/C=N/n1c(C)nnc1-n1nc(C)cc1C

Compound,33,34,35,36,37,38,39,40
Rpn11 block,i,i,i,i,i,i,i,i
DNMT1 inh,-9,0,-5,-2,0,4,3,0
SUMO1 PPI mod,2,1,-1,-2,-4,-13,1,-15
LMPTP inh,3.5,-0.6,-0.2,-1.6,0.6,1.8,-0.8,-0.6
Tb MetRS inh,-0.7,0.2,-0.3,-0.4,3.4,-0.4,-0.6,0.1
CSN deneddyl inh,3,-6,1,2,-1,-3,-6,-3
NadD inh,3,-4,-4,0,-4,-8,-1,-4
STEP block,-2,4,-7,-3,0,0,2,-1
MsrA inh,-0.5,1.1,0.4,0.1,0.7,1.3,0.1,0.8
Scp1 inh,-9,-5,-8,-4,-10,-2,-8,-15

41) CO/N=C(\Cn1ncc(N2CCCC2)c(Cl)c1=O)c1ccc(Cl)cc1
42) O=C(Cn1c(=O)sc2ccccc21)Nc1ccccc1
43) COc1cc(Cl)cc(/C=N/NC(N)=O)c1O
44) O=C(Nc1ccc(Oc2ccc(C(F)(F)F)cn2)c(Cl)c1)C1CC1
45) COCc1[nH]nc2c1C(c1ccc(OC)cc1)C(C#N)=C(N)O2 (centres undefined)
46) O=C(NCCCn1ccnc1)c1cc(C(=O)C2CC2)c[nH]1
47) CCOC(=O)N/N=C/c1ccc(N2CCOCC2)s1
48) Cc1cccc(C)c1N(CC(=O)N1CCCC1)S(C)(=O)=O
49) Cc1cc(C)cc(S(=O)(=O)c2cnc3ccccc3n2)c1
50) CCOc1ccc(S(=O)(=O)N(CC)CC(=O)NC2CC2)cc1
51) C=CCn1c(SCc2nc(N)nc(N(C)C)n2)nnc1-c1cccnc1

Compound,41,42,43,44,45,46,47,48,49,50,51
Rpn11 block,i,i,i,i,i,i,i,i,i,i,i
DNMT1 inh,-1,0,-2,1,-6,-3,4,-1,5,1,-1
SUMO1 PPI mod,-4,0,-3,-5,-4,1,-18,3,-7,-1,1
LMPTP inh,0.7,-0.5,0.1,3.3,-0.9,-6.5,-1.9,-0.2,1.3,-2.1,-1.2
Tb MetRS inh,-1.2,0.1,0.1,-0.7,-0.9,-0.3,-1.3,-2.0,-0.6,-0.6,-1.2
CSN deneddyl inh,0,1,-13,-9,-3,-5,-14,-3,-6,-1,0
NadD inh,-3,-4,-2,-6,2,1,-1,0,-2,-2,-6
STEP block,0,-2,0,3,-3,-1,-2,-1,0,2,3
MsrA inh,1.2,-0.2,1.5,1.9,0.6,0.4,5.3*,-0.4,3.1,1.2,-0.4
Scp1 inh,-2,0,-5,-1,3,-7,0,0,-9,-7,4
